Giardia kill: Small Molecules that selectively kill Giardia lamblia: qHTS. Giardia lamblia trophozoite viability. activity change, % at 7.66 µM, hits read low. 0.15% of 340,000 active; in the data active = activity change below about -80%; inconclusive = between about -30% and that limit;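 also: parasites exposed to compound for two days anaerobically before the ATP read; % is scaled to controls: 0 for no effect and ±100 for the full control effect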
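Media and compound were dispensed first, then trophozoites at 100 cells/well; plates sat 48 hrs at 37 deg C without oxygen before ATP luminescence reagent was added and read after 15-30 min at room temperature.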
NPC1 promoter act: qHTS Assay for NPC1 Promoter Activators. Huh7 NPC1 promoter luciferase reporter, 24 h. Potency, µM (highest dose often 9.22 µM), inactives show at the highest dose activation, hits mostly activators. 2.4% of 320,000 active. AID 485313, 2010;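 also: potency is read from the fitted curve at half-maximal effect; % of control where 0% means no effect; nearly all actives have a fitted effect of over 60% in size; reporter is driven by a mutant NPC1 promoter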
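Huh7 cells stably carrying NPC1 promoter–luciferase, plated in Opti-MEM with 10% FBS for 2 h, were exposed to compound in DMSO for 24 h at 37 °C; luciferase reagent was added for 10 min and luminescence read.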
FLuc counter: qHTS profiling assay for firefly luciferase inhibitor/activator using purifed enzyme and Km concentrations of substrates (counterscreen for miR-21 project); Luciferin 4-monooxygenase (Photinus pyralis), P08659; purified FLuc, Km substrates, luminescence inhibition; Potency, µM (titrated, usually from 57.5 µM), without a hit: top-dose activity change, negative = inhibition, usual class: inhibitors; 6.9% of 360,000 active; AID 588342, 2011;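 also: potency is read from the fitted curve at half-maximal effect; plate controls were vehicle for no effect and reference inhibitor for full effect; nearly all actives have a fitted effect of over 55% in size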
Target sequence (P08659 whole entry, looked up): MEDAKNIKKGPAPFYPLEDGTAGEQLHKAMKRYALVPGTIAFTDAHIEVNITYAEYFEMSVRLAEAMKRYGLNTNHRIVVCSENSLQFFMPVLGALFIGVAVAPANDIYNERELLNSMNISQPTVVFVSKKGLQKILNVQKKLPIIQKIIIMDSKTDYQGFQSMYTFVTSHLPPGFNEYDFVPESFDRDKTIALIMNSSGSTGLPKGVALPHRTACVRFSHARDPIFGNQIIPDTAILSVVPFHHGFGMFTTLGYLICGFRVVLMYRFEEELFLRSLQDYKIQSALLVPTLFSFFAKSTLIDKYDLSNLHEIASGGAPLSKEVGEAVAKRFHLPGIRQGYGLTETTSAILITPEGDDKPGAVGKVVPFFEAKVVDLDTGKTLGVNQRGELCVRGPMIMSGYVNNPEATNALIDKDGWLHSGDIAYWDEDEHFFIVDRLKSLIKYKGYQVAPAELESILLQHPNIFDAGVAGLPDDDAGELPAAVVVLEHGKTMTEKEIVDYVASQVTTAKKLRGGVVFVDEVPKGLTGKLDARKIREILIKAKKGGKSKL
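Purified P. pyralis luciferase, 10 nM final, with Km-level 10 uM D-luciferin and 10 uM ATP in 50 mM Tris acetate pH 7.5, 10 mM Mg acetate, 0.01% Tween-20, 0.05% BSA; 6-point qHTS titration about 60 µM downward; luminescence read.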
VP16 counter: VP16 counterscreen qHTS for inhibitors of ROR gamma transcriptional activity; Drosophila S2 Gal4-VP16 UAS-luciferase, luminescence, 20 h; Potency, µM (highest dose often 53.6 µM), for the others: at the top dose activity, negative = inhibition, most hits filed as inhibitors; 3.5% of 310,000 active; AID 2546, 2010;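 also: Gal4-VP16 expression switched on by copper sulfate through the metallothionein promoter; potency is read from the fitted curve at half-maximal effect; % is scaled to controls: 0 for no effect and ±100 for the full control effect; nearly all actives have a fitted effect of over 50% in size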
ELG1 genotox: qHTS screen for small molecules that induce genotoxicity in human embryonic kidney (HEK293T) cells expressing luciferase-tagged ELG1 | Potency, µM (series often up to 46 µM), for the others: at the top dose activity change, positive = activation, most hits filed as activators | 1.3% of 330,000 active | AID 504466, 2011 | HEK293T ELG1-luciferase reporter, luminescence, 16 h; also: potency is read from the fitted curve at half-maximal effect; % of control where 0% means no effect; nearly all actives have a fitted effect of over 60% in size
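DMSO vehicle served as control against compound-treated ELG1-luciferase HEK293T cells; exposure lasted 16 hr at 37 °C and 5% CO2, followed by ONE-Glo luminescence detection after 30 min.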
PKM2 act: qHTS Assay for Activators of Human Muscle isoform 2 Pyruvate Kinase | Pyruvate kinase PKM (Homo sapiens), P14618 | purified PKM2, Kinase-Glo ATP luminescence, activation; response scale: 0% is enzyme alone, no compound | Potency, µM (series often up to 57.5 µM), for inactives: at the top dose activation, most hits filed as activators | 0.34% of 260,000 active | AID 1631, 2009; also: potency is read from the fitted curve at half-maximal effect; % is scaled to controls: 0 for no effect and ±100 for the full control effect; nearly all actives have a fitted effect of over 55% in size
Target sequence (P14618 whole entry, looked up, canonical isoform): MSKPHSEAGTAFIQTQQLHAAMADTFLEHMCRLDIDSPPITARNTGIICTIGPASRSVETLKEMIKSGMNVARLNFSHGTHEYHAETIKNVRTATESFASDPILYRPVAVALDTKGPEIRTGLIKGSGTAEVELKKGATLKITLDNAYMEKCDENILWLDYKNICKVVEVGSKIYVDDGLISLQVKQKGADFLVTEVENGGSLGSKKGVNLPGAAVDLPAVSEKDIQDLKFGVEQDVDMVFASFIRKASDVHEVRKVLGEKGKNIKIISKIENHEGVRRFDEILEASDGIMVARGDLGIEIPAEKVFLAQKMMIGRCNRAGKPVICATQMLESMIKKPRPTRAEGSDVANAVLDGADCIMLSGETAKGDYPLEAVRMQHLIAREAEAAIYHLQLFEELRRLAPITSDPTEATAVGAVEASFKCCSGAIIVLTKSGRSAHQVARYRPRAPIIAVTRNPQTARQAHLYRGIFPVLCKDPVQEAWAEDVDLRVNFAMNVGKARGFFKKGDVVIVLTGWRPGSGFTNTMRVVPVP
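ATP formation by purified human PK-M2, quantified via coupled luciferase luminescence after 1 h at room temperature with 0.1 mM ADP and 0.5 mM PEP final.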
Menin MLL FP TR: qHTS Assay for Inhibitors Targeting the Menin-MLL Interaction in MLL Related Leukemias: Competition With Texas Red Labeled MLL-derived Mutant Peptide; Potency, µM (top dose mostly 61.6 µM), for the others: top-dose FP activity change, negative = inhibition, most hits filed as inhibitors; 0.23% of 270,000 active; Menin + Texas Red MLL mutant peptide, fluorescence polarization; active = well fitted inhibition curve with a large enough effect in the polarisation, with a control signal flat, not every such curve was filed as active; inconclusive = small, poorly fitted or top-dose-only effect, or effect the other way, or a change in a side signal; inactive = no such curve, though single readings can be large or run the other way; the % refers to the polarisation; also: potency is read from the fitted curve at half-maximal effect; % of control where 0% means no effect; many of its hits are not listed in these tables
p53 reactivation: qHTS assay for re-activators of p53 using a Luc reporter; H1299 p53-A138V BP100-luciferase reporter, luminescence, 24 h; Potency, µM (top dose mostly 92.2 µM), inactives show at the top dose activity change, positive = activation, actives largely listed as activators; 0.063% of 320,000 active; AID 504706, 2011; also: potency is read from the fitted curve at half-maximal effect; % of control where 0% means no effect; nearly all actives have a fitted effect of over 45% in size
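p53-null H1299 cells stably carrying temperature-sensitive p53-A138V and a BP100-luciferase reporter were pinned with compounds (4-point, 1:5 series) and held 24 hrs at 37 deg C. Luminescence was read 10 min after detection reagent.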
BRCA1 expr act: qHTS Assay to Identify Small Molecule Activators of BRCA1 Expression | MCF7-BRCA1-FFLuc reporter, luminescence, 48 h; response scale: scaled: vehicle 0%, 10 µM genistein 100% | Potency, µM (top dose mostly 46.1 µM), without a hit: top-dose activation, hits mostly activators | 1.1% of 380,000 active | AID 624202, 2012; also: potency is read from the fitted curve at half-maximal effect; nearly all actives have a fitted effect of over 80% in size; some results filed as inactive show a strong effect at the top dose
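Using MCF7 cells harboring a BRCA1 firefly luciferase reporter, plated 2 h before compound pinning, the screen measured luminescence after 48 h incubation. Responses were normalized to DMSO and 10 microM genistein, then fitted for concentration-effect.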
RORgamma inh: qHTS for inhibitors of ROR gamma transcriptional activity; AID 2551, 2010; Drosophila S2 Gal4-RORgamma UAS-luciferase reporter, 20 h; Potency, µM (highest dose often 53.6 µM), inactives show top-dose activity change, negative = inhibition, hits mostly inhibitors; Nuclear receptor ROR-gamma (Mus musculus), P51450; 5.4% of 310,000 active; also: potency is read from the fitted curve at half-maximal effect; % is scaled to controls: 0 for no effect and ±100 for the full control effect; nearly all actives have a fitted effect of over 60% in size
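Stable Schneider cell line, Gal4 DNA-binding domain fused to ROR gamma, UAS-luciferase. Cmpd 1 hr RT → CuSO4 700 uM final → 20 hr RT → luciferase reagent 10 min → luminescence.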
Rab9 promoter act: qHTS Assay for Rab9 Promoter Activators; Huh7 Rab9 promoter-luciferase reporter, luminescence, 24 h; Potency, µM (series often up to 9.22 µM), for the others: at the highest dose activation, negative = inhibition, actives largely listed as activators; 2.8% of 320,000 active; also: potency is read from the fitted curve at half-maximal effect; % of control where 0% means no effect; nearly all actives have a fitted effect of over 60% in size
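Huh7 reporter line, Rab9 promoter upstream of luciferase. Compound exposure 24 h at 37 °C in reduced-serum medium with 10% FBS. Read-out: luminescence.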
Numbers without * were called inactive; ? = inconclusive; . = no result given; [ ] = another dose, or the depositor's remark. Unless noted, calls follow the shape of the dose curve; as a rule, active = well fitted curve in the direction sought with a large enough effect; inconclusive = small, poorly fitted or top-dose-only effect, or another doubt; inactive = no such curve, though single readings can be large; an effect the other way counts as inactive or inconclusive.

structure,Giardia kill,NPC1 promoter act,FLuc counter,VP16 counter,ELG1 genotox,PKM2 act,Menin MLL FP TR,p53 reactivation,BRCA1 expr act,RORgamma inh,Rab9 promoter act
COc1ccc(-c2cccc(NC(=O)c3cccs3)c2)nn1,3.8,8.9%,?,.,-17.0%,.,.,0.0%,-2.1%,.,-1.6%
CC1=CCC2C(=O)N(c3nc(C)cc(C)n3)C(=O)C2C1 (configuration not stated),2.5,-3.2%,8.2%,.,6.1%,3.5%,-17.2%,6.7%,-12.7%,-13.8%[0.365 µM],3.0%
Cc1nn(-c2ccc(F)cc2)c(C)c1CN1CCN(Cc2ccccc2)C(CCO)C1 (configuration not stated),19.4,-1.7%,-2.2%,-8.6%,-3.1%,0.4%,-10.3%,-0.1%,0.0%,13.7%,-3.5%
CCOc1ccc(N2C(=O)c3cccnc3C2=O)cc1,13.6,0.2%,-13.2%,-0.9%,3.0%,9.7%,3.0%,-1.3%,4.1%,?,-3.3%
CC(=O)Nc1ccc(C2=NN(C)C(=NCc3ccccc3)SC2)cc1,6.6,-1.3%,-21.8%,1.2%,-5.0%,-0.9%,?,1.0%,-28.9%,0.1%,18.5%
CN1CCN(c2oc(-c3cccs3)nc2S(=O)(=O)c2ccccc2)CC1,-2.9,0.0%,-1.2%,1.0%,1.6%,-3.0%,-9.8%,0.3%,-7.5%,-10.0%[10 µM],-8.6%
Cc1nn(C)cc1S(=O)(=O)N1CCN(c2cccc(Cl)c2)CC1,-1.5,-4.5%,2.1%,20.0%,-0.3%,0.5%,?,25.1%,0.0%,-3.3%,4.7%
O=C(CN1C(=O)S/C(=C/c2ccc(N3CCOCC3)cc2)C1=O)N1CCOCC1,?,27.3%,3.01µM*,-28.3%,?,-5.7%,0.4%,?,?,-25.4%,21.7%
COc1cccc(C(=O)N2CCN(C3CCC(c4ccccc4)CC3)CC2)c1 (configuration not stated),10.6,0.4%,6.5%,-2.6%,-4.4%,3.5%,2.2%,6.3%,-21.9%,-0.3%,3.6%
CCCNCc1cc(OC)c(OCC(=O)Nc2ccccc2)cc1Br,18.1,0.0%,1.1%,3.6%,4.0%,-3.1%,-1.3%,11.8%,-17.6%,0.0%,-4.5%
O=C(c1ccc(NS(=O)(=O)c2ccccc2)cc1)N1CCN(Cc2ccc3c(c2)OCO3)CC1,-15.9,0.0%,-0.2%,0.9%,-11.0%,12.6µM*,-7.3%,-17.0%,-33.2%,40.0%,-3.0%
CC(=O)Nc1ccc(NC(=O)CSc2n[nH]c(-c3cccs3)n2)cc1,6.6,-1.5%,-11.0%,.,-1.0%,.,.,9.1%,3.5%,.,0.9%
COc1ccc(NC(=O)c2cn(-c3ccccc3)nc2-c2ccncc2)cc1,-20.1,-4.6%,?,-0.1%,-7.7%,0.5%,1.4%,-4.1%,-16.5%,25.5%,-2.2%
CCOC(=O)c1sc(NC(=O)CSc2ncn(-c3ccccc3)n2)nc1C,5.8,-1.0%,1.1%,1.0%[0.365 µM],-0.2%,0.6%,-5.7%,4.7%,6.7%,-7.6%,-0.3%
COc1cccc(CN(C)C(=O)c2cccc(S(=O)(=O)NCc3ccccc3)c2)c1OC,-0.2,-2.7%,-2.1%,.,-6.2%,.,.,-7.3%,-15.7%,.,-2.5%
O=C(Cn1cc(S(=O)(=O)Cc2ccccc2F)c2ccccc21)N1CCOCC1,3.1,-1.1%,0.5%,-3.0%,-1.5%,-1.4%,.,15.2%,19.3%,-0.4%,5.6%
O=C(N/N=C/c1cc([N+](=O)[O-])ccc1Cl)c1ccc2nc[nH]c2c1,36.0[activator],-7.6%,0.5%,-4.3%,-0.5%,-1.9%,?,-2.4%,-2.8%,-0.6%,-5.9%
CC(C)CCN1C(Nc2ccccc2)=NC[C@@H]1C,6.0,0.8%,0.8%,-3.5%,0.9%,1.1%,0.2%,.,7.1%,-3.5%,-2.7%
CSc1ccccc1NC(=O)c1ccc([N+](=O)[O-])cc1,-6.6,0.1%,?,-18.6%,0.8%,-1.2%,11.1%,0.2%,2.0%,-0.1%,-3.6%
CON=C1CCN(c2ncc(C(F)(F)F)cc2Cl)CC1,6.4,-3.2%,-0.7%,-2.3%,0.1%,-5.1%,-20.1%,-10.0%,0.4%,4.6%,8.4%
c1ccc2c(CN3CCOCC3)csc2c1,0.6,-2.4%,3.5%,-0.6%,-0.5%,1.4%,4.2%,3.1%,-5.1%,9.5%,-6.1%
Cc1oc2ccc(OCc3ccc(Br)cc3)cc2c1C(=O)O,3.4,-0.5%,?,-12.4%,-4.4%,.,?,2.5%,57.2%,28.6%,-2.5%
COC(=O)C/C=N/N=C1/NC(=O)/C(=C/C(=O)O)S1,-8.6,-0.5%,2.8%,15.6%,-0.6%,-36.6%,.,15.7%,1.1%,14.1%,-6.5%
O=C(N=C1SC2CS(=O)(=O)CC2N1c1ccccc1)C1CCCCC1 (configuration not stated),1.5,3.7%,-1.6%,2.0%,4.8%,.,15.0%,11.9%,-19.7%,-17.9%,-2.0%
Cc1ccc(C(CNS(=O)(=O)c2ccc(Br)cc2)N2CCN(C)CC2)cc1 (configuration not stated),-6.5,-4.9%,4.0%,.,13.1%,.,.,-5.4%,-26.5%,.,1.0%

Next part.
structure,Giardia kill,NPC1 promoter act,FLuc counter,VP16 counter,ELG1 genotox,PKM2 act,Menin MLL FP TR,p53 reactivation,BRCA1 expr act,RORgamma inh,Rab9 promoter act
CC1(C)CC(=O)C2=C(C1)N(N1CCOCC1)C(N)=C(C#N)C2c1cccs1 (configuration not stated),5.8,-1.6%,-0.9%,25.8%,2.0%,-11.8%,-2.5%,10.0%,-10.9%,26.8%,-1.0%
CCCn1c(SCC(=O)Nc2ccc(NC(C)=O)cc2)nc2c1c(=O)n(C)c(=O)n2C,18.1,-0.7%,2.3%,1.2%,1.0%,.,.,-2.4%,-42.3%,-0.2%,-1.8%
N#Cc1ccc(NC(=O)CN2C(=O)NC(Cc3ccccc3)C2=O)cc1 (configuration not stated),0.4,0.5%,4.9%,-3.0%,-0.9%,5.3%,-0.6%,-4.9%,-9.8%,21.3%,0.4%
CCCOc1ccc(NC(=O)CC2C(=O)N(CC)C(=S)N2CCCN2CCN(Cc3ccccc3)CC2)cc1 (configuration not stated),8.5,-7.8%,0.6%,?,-1.1%,2.5%,-5.3%,-5.2%,-25.7%,?,-4.4%
O=C(Cc1cccs1)Nc1cc(SCCO)cc([N+](=O)[O-])c1,-15.1,-4.5%,-10.7%,-15.8%,-1.7%,1.0%,14.6%,7.8%,24.1%,25.5%,-7.5%
O=C1c2ccccc2NC(c2ccccc2)N1NS(=O)(=O)c1ccccc1 (configuration not stated),-13.6,-2.6%,3.3%,5.9%,-4.2%,1.0%,-6.4%,-0.1%,-10.8%,7.8%,-7.5%
CCOC(=O)C(NC(=O)c1ccccc1)(N1CCCC1=O)C(F)(F)F (configuration not stated),26.2,3.7%,-0.1%,-4.1%,-1.5%,-8.7%,1.6%,-27.7%,-13.9%,-7.1%,10.1%
Cn1c(=O)oc2ccc(C(=O)CSc3nnnn3-c3ccccc3)cc21,-16.1,-2.9%,5.9%,3.9%,-0.4%,-1.5%,-17.6%,-7.1%,0.7%,20.0%,-7.3%
Cc1noc(NC(=O)c2ccccc2)c1C#N,10.9,7.9%,-1.7%,-7.2%,3.8%,-17.4%,-13.4%,1.2%,-11.6%,-28.7%,-3.6%
c1ccc(CCC2CCCCN2Cc2nc(-c3ccc4c(c3)OCO4)no2)nc1 (configuration not stated),4.1,7.4%,-2.9%,19.2%,-4.5%,5.2%,-4.9%,-1.5%,-7.6%,-0.7%,-0.4%
O=C(CCC(=O)N1CCN(C2CCCCC2)CC1)Nc1nnc(C(F)(F)F)s1,-3.7,2.1%,1.9%,-8.3%,-1.7%,0.1%,0.1%,1.8%,-20.7%,12.6%,-2.9%
CCN(CC(=O)NC(C)C)C(=O)[C@H](C)NC(=O)c1ccc(Br)cc1,30.0[activator],-1.0%,6.2%,3.6%,-1.4%,-5.4%,7.6%,1.2%,-10.9%,0.9%,-2.6%
CCCCNC(=O)COC(=O)c1cc(F)c(F)cc1Cl,-7.9,2.3%,-4.0%,10.3%,-0.2%,1.3%,23.4%,-15.9%,4.6%,42.0%,-5.3%

This is a subset; count on the stated rates, not on these rows.
